RORgamma inh – ROR gamma (mouse) transcription inhibition; Drosophila S2 Gal4-RORgamma UAS-luciferase reporter, 20 h; Potency, µM (highest dose often 53.6 µM), without a hit: at the highest dose activity change, negative = inhibition, actives largely listed as inhibitors; 5.4% of 310,000 active; note: potency is the fitted concentration of half-maximal effect; % is set by controls: 0 for no effect and ±100 for the full control effect; nearly all actives have a fitted effect of over 60% in size
Target sequence (P51450 whole entry, looked up, the tested form may be a part): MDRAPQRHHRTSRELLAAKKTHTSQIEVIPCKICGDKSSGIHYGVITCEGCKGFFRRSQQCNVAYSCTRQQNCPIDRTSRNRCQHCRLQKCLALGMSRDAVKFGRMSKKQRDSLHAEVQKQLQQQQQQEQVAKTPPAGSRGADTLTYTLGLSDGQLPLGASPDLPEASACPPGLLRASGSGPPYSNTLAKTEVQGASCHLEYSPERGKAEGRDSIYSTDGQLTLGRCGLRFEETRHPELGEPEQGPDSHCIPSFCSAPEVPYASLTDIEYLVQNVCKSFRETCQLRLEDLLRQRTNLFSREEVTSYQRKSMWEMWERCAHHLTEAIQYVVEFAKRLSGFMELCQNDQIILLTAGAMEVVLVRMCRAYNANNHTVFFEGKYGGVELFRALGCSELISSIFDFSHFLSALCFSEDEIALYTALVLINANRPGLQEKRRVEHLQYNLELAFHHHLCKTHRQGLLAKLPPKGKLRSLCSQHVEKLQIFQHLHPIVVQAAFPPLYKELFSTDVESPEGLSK
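A Gal4/UAS one-hybrid system in insect cells: metallothionein-promoter Gal4–ROR gamma fusion plus Photinus luciferase reporter. Copper sulfate 700 uM final, 20 hr ambient incubation, luminescent detection after 10 min with reagent.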
FBPA coupling cs – coupling enzyme interference in Giardia aldolase counter-screen. coupling enzyme system counterscreen, AmpLite Red fluorescence. activity change, negative = inhibition, % at 58.2 µM, hits read low. 0.67% of 290,000 active. AID 2472; in the data active = activity change below about -30%; note: % is set by controls: 0 for no effect and ±100 for the full control effect
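Compounds tested against the coupling enzymes alone at 57.5 uM final; readout was AmpLite Red fluorescence (525/598 nm) after 20 min at RT.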
FLuc modulator – firefly luciferase modulation, counter-screen for miR-21 project. 6.9% of 360,000 active. AID 588342. Potency, µM (series often up to 57.5 µM), for inactives: at the highest dose activity change, negative = inhibition, most hits filed as inhibitors. purified FLuc, Km substrates, luminescence inhibition. P08659;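 note: potency is the fitted concentration of half-maximal effect; plate controls were vehicle for no effect and reference inhibitor for full effect; nearly all actives have a fitted effect of over 55% in size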
Target sequence (P08659 whole entry, looked up): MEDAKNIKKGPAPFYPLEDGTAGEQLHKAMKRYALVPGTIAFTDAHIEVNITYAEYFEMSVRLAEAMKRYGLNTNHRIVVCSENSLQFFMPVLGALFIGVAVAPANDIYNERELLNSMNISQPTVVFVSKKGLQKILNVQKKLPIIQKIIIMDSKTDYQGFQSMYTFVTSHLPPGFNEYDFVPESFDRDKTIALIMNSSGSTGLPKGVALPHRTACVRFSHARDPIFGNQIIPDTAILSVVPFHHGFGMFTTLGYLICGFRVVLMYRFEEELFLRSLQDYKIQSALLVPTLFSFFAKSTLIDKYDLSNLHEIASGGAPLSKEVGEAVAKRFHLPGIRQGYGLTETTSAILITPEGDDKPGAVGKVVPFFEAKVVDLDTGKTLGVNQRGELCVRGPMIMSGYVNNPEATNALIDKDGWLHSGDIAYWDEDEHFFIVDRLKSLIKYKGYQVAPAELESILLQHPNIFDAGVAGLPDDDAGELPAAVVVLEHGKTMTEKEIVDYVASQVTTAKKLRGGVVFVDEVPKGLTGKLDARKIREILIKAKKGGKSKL
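Purified P. pyralis luciferase, 10 nM final, with Km-level 10 uM D-luciferin and 10 uM ATP in 50 mM Tris acetate pH 7.5, 10 mM Mg acetate, 0.01% Tween-20, 0.05% BSA; 6-point qHTS titration about 60 µM downward; luminescence read.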
uPA generation – cell surface uPA generation inhibition; cell surface uPA generation assay, qHTS; 0.31% of 330,000 active; Potency, µM (doses to about 38.3 µM), for inactives: at the highest dose activity change, negative = inhibition, actives largely listed as inhibitors; active = well fitted inhibition curve with a large enough effect; inconclusive = small, poorly fitted or top-dose-only effect; inactive = no such curve, though single readings can be large or run the other way; tested in mouse RAW 264.7 cells; note: potency is the fitted concentration of half-maximal effect; % is set by controls: 0 for no effect and ±100 for the full control effect; nearly all actives have a fitted effect of over 55% in size
NPC1 prom act – activates the NPC1 promoter | 2.4% of 320,000 active | Huh7 NPC1 promoter luciferase reporter, 24 h | Potency, µM (doses to about 9.22 µM), for inactives: top-dose activation, most hits filed as activators;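 note: potency is the fitted concentration of half-maximal effect; % of control where 0% means no effect; nearly all actives have a fitted effect of over 60% in size; reporter is driven by a mutant NPC1 promoter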
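Stably transfected Huh7 (NPC1 promoter→luciferase), 1500 cells/well in Opti-MEM + 10% FBS, 2 h settle, then compound 24 h at 37 °C. Luminescence after 10 min with Amplite reagent.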
Giardia killer – kills Giardia lamblia; AID 540267; activity change, % at 7.66 µM, hits read low; Giardia lamblia trophozoite viability; 0.15% of 340,000 active; in the data active = activity change below about -80%; inconclusive = between about -30% and that limit;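 note: parasites exposed to compound for two days anaerobically before the ATP read; % is set by controls: 0 for no effect and ±100 for the full control effect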
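Luminescence from cellular ATP indicates surviving trophozoites (100 cells/well) following 48 hrs anaerobic compound treatment at 37 deg C; signal develops 15-30 min at room temperature.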
Rab9 promoter act – activators of Rab9 promoter; Huh7 Rab9 promoter-luciferase reporter, luminescence, 24 h; Potency, µM (series often up to 9.22 µM), for the others: top-dose activation, negative = inhibition, actives largely listed as activators; 2.8% of 320,000 active; note: potency is the fitted concentration of half-maximal effect; % of control where 0% means no effect; nearly all actives have a fitted effect of over 60% in size
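Stable Rab9-luc Huh7, 1500 cells/well, 2 h settle; cmpd in DMSO, 24 h, 37 °C/5% CO2; luciferase reagent 10 min RT; luminescence.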
VP16 counter – Gal4-VP16 reporter inhibition counter-screen; Drosophila S2 Gal4-VP16 UAS-luciferase, luminescence, 20 h; Potency, µM (doses to about 53.6 µM), for the others: top-dose activity, negative = inhibition, actives largely listed as inhibitors; AID 2546; 3.5% of 310,000 active;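 note: Gal4-VP16 expression switched on by copper sulfate through the metallothionein promoter; potency is the fitted concentration of half-maximal effect; % is set by controls: 0 for no effect and ±100 for the full control effect; nearly all actives have a fitted effect of over 50% in size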
KCNH2 3.1 block – blocks the human KCNH2 3.1 channel isoform | U2OS KCNH2 3.1, thallium flux FluxOr; active compounds read low | activity change, % (tested at about 1.8 µM) | 0.95% of 340,000 active;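 active = maximum activity change below -70%; inconclusive = maximum activity change from -70% to -50%; inactive = maximum activity change above -50%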;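 note: thallium influx rate constant from kinetic fluorescence after stimulation buffer; % is set by controls: 0 for no effect and ±100 for the full control effect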
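Channel expression came from 3.1 mutant virus (1.77 x 10^8 /mL) applied to suspended U2OS cells for 4 h. Flux was tracked with FluxOr dye plus Red40 quencher, and kinetic rate constants normalized to controls.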
Tb PFK block – inhibitors of T. brucei phosphofructokinase; T. brucei PFK, ADP-Glo luminescence; 0.17% of 330,000 active; Potency, µM (highest dose often 57.5 µM), inactives show top-dose activity, negative = inhibition, hits mostly inhibitors; O15648; AID 485367;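 note: potency is the fitted concentration of half-maximal effect; 0% = uninhibited 1x PFK enzyme wells and -100% = no-enzyme wells; nearly all actives have a fitted effect of over 60% in size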
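1.25 nM PFK with 0.5 mM F6P and 0.1 mM ATP in 0.1 M TEA pH 8.0, 5 mM MgCl2, incubated 45 min at room temperature; ADP measured by ADP-Glo luminescence; compounds titrated up to 57 uM.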
ELG1 genotoxic – induces genotoxicity in HEK293T cells with luciferase-tagged ELG1 | HEK293T ELG1-luciferase reporter, luminescence, 16 h | Potency, µM (highest dose often 46 µM), for the others: top-dose activity change, positive = activation, usual class: activators | 1.3% of 330,000 active; note: potency is the fitted concentration of half-maximal effect; % of control where 0% means no effect; nearly all actives have a fitted effect of over 60% in size
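After overnight (16 hr) compound treatment at 37 °C, ELG1-luciferase HEK293T cells were lysed with ONE-Glo; luminescence quantified 30 min later at room temperature.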
Starred values were filed as active, the others as inactive; ? = inconclusive; . = not tested or not shown; & = joins results of further samples; [ ] = dose if it differs, or a comment. Unless noted, calls come from the whole dose curve; as a rule, active = well fitted curve in the direction sought with a large enough effect; inconclusive = small, poorly fitted or top-dose-only effect, or another doubt; inactive = no such curve, though single readings can be large; an effect the other way counts as inactive or inconclusive. Outcome played no part in choosing rows; any-hit rate near 14%.

SMILES	RORgamma inh	FBPA coupling cs	FLuc modulator	uPA generation	NPC1 prom act	Giardia killer	Rab9 promoter act	VP16 counter	KCNH2 3.1 block	Tb PFK block	ELG1 genotoxic
Cc1cc(OCc2nc(-c3ccncc3)no2)cc(C)c1Cl	-5%	1	-1%	-6%	-4%	-24	1%	-1%	4	-4%	2%
CC1(C)CC(=O)C2=C(C1)N(c1ccc(F)cc1)C(=O)C2(NC(=O)c1ccccc1F)C(F)(F)F (stereo not given)	-1%	3	2%	2%	-2%	5	2%	2%	-16	0%	-1%
O=C(CCc1nnc2ccc(NCc3ccco3)nn12)N1CCN(c2ccccc2F)CC1	-5%	.	-1%	-7%	-3%	2	1%	-8%	-17	-7%	5%
O=C1NCCO1	.	.	1%	-21%	-9%	20	8%	.	-1	-7%	1%
CC(=O)N1CCC(CCCC2CCN(C(C)=O)CC2)CC1	.	.	-1%	-9%	1%	-3	1%	.	10	0%	7%
CNC[C@H](CC1CCCCC1)NC[C@H](CO)NCCc1cccc(C(F)(F)F)c1	?	2	6%	7.9µM*	0%	-13	1%	-13%	17	-3%	-10%
CCOc1cc(/C=C/C(=O)O)ccc1OCCOc1ccccc1	36%	0	?	-2%	2%	16	5%	-1%	-14	1%	8%
CCCN1CCC(N(CCc2ccccc2)Cc2ccccc2)CC1	-17%	-1	2%	2%	-1%	27	-12%	-8%	-75*	1%	-10%
Clc1ccccc1-c1nc(-c2cccnc2)no1	?	1	3µM*	-1%	.	4	.	-18%	-7	.	.
CC1=C(C(=O)Nc2ccc(C)cc2C)C(c2ccc(Cl)cc2)n2nc(C(=O)OC(C)C)nc2N1 (stereo not given)	-13%	6	-8%&8%	3%	-2%	-1	2%	-20%	-21	?	17%
CC(=O)Nc1ccc(NC(=O)CN2C(=O)COc3ccc(S(=O)(=O)N4CCOCC4)cc32)cc1	-19%	.	0%	3%	-5%	-16	0%	2%	-12	0%	0%
Cc1cc(C(=O)N/N=C/c2ccc3c(c2)OCO3)c2ccccc2n1	-17%	-1	-18%	?	-32%[inhibitor]	-10	-23%	1%	-21	0%	5%
O=C(COc1ccc(S(=O)(=O)NC2CCCCC2)cc1)NC1CC1	15%	.	0%	-5%	1%	24	14%	-1%	19	-3%	-1%
CC(c1ccccc1)n1c(S(=O)(=O)O)nc2ccccc21 (stereo not given)	-11%	-3	-13%	7%	-2%	-11	18%	-1%	20	2%	1%
CCOC(=O)c1c(C)[nH]c(C(=O)OCC(=O)N2CCN(S(=O)(=O)c3ccccc3)CC2)c1C	11%	0	1%	-1%	-2%	-1	2%	0%	2	-1%	-11%
COCCCn1c(C)nnc1SCC(=O)NNC(=O)COc1ccc(Cl)cc1	0%	4	-1%	3%	1%	-8	-2%	-1%	-5	-1%	-1%
C1N2CN3CN1CN(C2)C3	-11%	2	.	-3%	.	5	.	7%	-4	.	.
CC(=O)/C(C[N+]1(C)CCCCC1)=N\O	13%	1	1%	-1%	1%	31[activator]	-1%	23%	15	1%	-1%
O=C(Nc1ccccc1)c1cccc(S(=O)(=O)N2CCCCC2)c1	20%	1	0%	-4%	3%	9	4%	8%	?	2%	-6%
Oc1[nH]c2ccccc2c1C1=NCCCC1	29%	5	-18%	-6%	7%	12	1%	1%	4	-3%	4%
Cc1ccc(NC(=O)/C(C#N)=C/c2cn(CC(=O)NCc3ccco3)c3ccccc23)cc1C	-34%	0	-1%	-1%	-15%	20	-27%	-27%	-1	0%	13%
COc1cc(/C=N/NC(=O)c2ccc(CSc3nncn3C)cc2)ccc1OCC(=O)N1CC(C)OC(C)C1 (stereo not given)	10%	-3	-14%	1%	-5%	3	-7%	-1%	-13	2%	1%
CN(C)/C(=N\S(=O)(=O)c1ccc(F)cc1)c1ccccc1	-3%	0	-3%	2%	1%	?	-4%	5%	-3	12%	2%
O=C1CC(NNc2ccccc2)C(=O)N1c1ccc(N2CCCCC2)cc1 (stereo not given)	21%	1	1%	2%	-7%	6	1%	-12%	-33	6%	11%
COc1ccc(/C=N/N2CCN(C)CC2)c(OC)c1OC	34%	2	-1%	-3%	2%	-4	1%	-5%	12	0%	0%

(continued)
SMILES	RORgamma inh	FBPA coupling cs	FLuc modulator	uPA generation	NPC1 prom act	Giardia killer	Rab9 promoter act	VP16 counter	KCNH2 3.1 block	Tb PFK block	ELG1 genotoxic
COc1cccc(CNC(=O)c2cc(C3CC3)nc3c2cnn3C(C)C)c1	.	.	2%	1%	-1%	1	?	.	-1	11%	-1%
CCCCOc1ccc(C(=O)N/C(=C\c2cccc([N+](=O)[O-])c2)C(=O)OCCC)cc1	13%	0	-2%	5%	-5%	4	10%	3%	.	-1%	7%
Cc1ccc(S(=O)(=O)NNC(=O)c2ccccc2-n2cccc2)cc1	-4%	.	5%	5%	-1%	-21	-1%	6%	-3	1%	-2%
COc1cc(CNCCc2ccccc2)ccc1OCC(N)=O	4%	4	4%	2%	1%	0	1%	?	-14	0%	3%
CCOC(=O)C1CCCCN1Cc1cc(OC)ccc1OC (stereo not given)	12%	1	6%	3%	-4%	4	-2%	0%	-4	3%	-3%
COc1ccc(/C=N/NC(=O)c2cccnc2)c2ccccc12	1.3µM*	1	?	3%	10%	-12	0%	-19%	-16	-8%	1%
CC1(C)N=C(N)N=C(N)N1c1ccc(C(=O)O)cc1	-2%	4	-1%	.	1%	.	3%	-1%	.	-2%	1%
C/C(CCc1ccco1)=N/NC(=O)CCC(=O)Nc1cccc(Cl)c1	16%	0	-3%	3%	-2%	14	6%	-7%	18	-7%	2%
CN(C)S(=O)(=O)c1cccc(NC(=O)CN2C(=O)C3C4C=CC(C4)C3C2=O)c1 (stereo not given)	7%	0	0%	4%	-2%	-21	-1%	-7%	-5	-2%	0%
COC(=O)CCC(=O)OC1(C)C(=O)C2=CN(C3CCCC3)C(c3ccc(OC)cc3)=CC2=C(Br)C1=O (stereo not given)	0%	-41*	-7%	14%	0%	-10	-3%	-3%	17	3%	0%
CC(=O)NC(Cc1ccc(C(C)C)cc1)C(=O)NC1CCN(C(=O)c2cccc(C)c2)CC1 (stereo not given)	2%	1	-1%	-3%	-8%	-15	-5%	-6%	7	0%	-4%
CCCCc1ccc(NC(=S)NCc2cccnc2)cc1	?	1	-5%	2%	-6%	-6	-3%	?	1	-2%	-1%
Cc1cc(=O)c(C(=O)O)nn1-c1ccccc1C(F)(F)F	-11%	0	-1%	-2%	2%	?	2%	-7%	19	3%	0%
O=C(NNS(=O)(=O)c1ccc(Cl)cc1Cl)c1cc2ncc(C(F)(F)F)cc2s1	-29%	-1	-14%	0%	-1%	4	-4%	-21%	-8	0%	0%
C/C(=N\NC(=O)c1nn(C)c(C)c1Br)c1ccc(NC(=O)C2CCCC2)cc1	5.6µM*	.	-2%	1%	4%	6	?	?	6	2%	?
CC1=C(C(=O)Nc2ccccc2)C(c2cccnc2)n2nc(-c3cccnc3)nc2N1 (stereo not given)	3%	3	7%	5%	-4%	-9	-6%	-7%	16	0%	0%
CCCCn1c(N)c(N(CC(C)C)C(=O)CC2CCCC2)c(=O)[nH]c1=O	.	.	10%	-1%	-4%	-10	-2%	.	-8	0%	-4%
COc1cc2c(cc1OC)C(c1ccccc1N)=NCC2	-17%	1	0%	-11%	2%	-19	-5%	13%	4	-5%	0%
O=C(Nc1ccc(S(=O)(=O)N2CCOCC2)cc1)c1ccccc1Br	38%	4	-1%	-6%	0%	16	8%	-5%	15	-3%	-3%
Cc1ccc(NC(=O)Cc2ccccc2)c(C)c1	10%	1	-5%	.	-2%	.	9%	-16%[10 µM]	.	-1%	0%
Oc1ccc(Oc2ccc3c(C(F)(F)F)cc(C(F)(F)F)nc3n2)cc1	2%	5	0%	-1%	-4%	4	-6%	-15%	1	4%	-12%
OC(c1ccccn1)(c1ccccn1)c1ccccn1	?	-2	-2%	-15%	0%	1	-10%	5%	10	1%	?
COc1ccc(C2(C)NC(=O)N(Cc3cc(Cl)cc4c3OCOC4)C2=O)cc1OC (stereo not given)	5%	9	0%	-2%	-3%	13	0%	-8%	-3	1%	-3%
CCOC(=O)c1sc(NC(=O)CC)nc1C	36%	0	-8%	-5%	-1%	-12	3%	9%	-7	-6%	3%
O=C(O)c1cccc(S(=O)(=O)Nc2cccc(S(=O)(=O)Nc3ccc(Br)cc3)c2)c1	.	.	5%	5%	0%	0	2%	.	14	0%	-2%
CCOc1ccc2[nH]c3c(=O)n(CCc4ccc(OC)cc4)cnc3c2c1	9%	0	-2%	-4%	-7%	18	-1%	1%	-26	1%	?
COCCNC(=O)Cn1c(=O)n(CCCCCC(=O)Nc2ccccc2)c(=O)c2sccc21	39%	1	2%&3%	-2%	1%	-5	12%	7%	-9	10%	1%
COC(=O)c1cccc(Nc2ncnc3ccc(C)cc23)c1	8%	0	-19%	-5%	15%	-12	9%	-1%	0	-6%	-7%

Screening data: PubChem BioAssay, National Center for Advancing Translational Sciences (NCATS)
